NCI-60 one-dose screen, 48 h, at 10 µM unless noted. Numbers give growth in % (100 = growth as untreated, 0 = no growth, -100 = all killed).
OVCAR-8 = OVCAR-8 ovarian cancer. hit rate 4.4% among 81,000. AID 1794782
OVCAR-5 = OVCAR-5 ovarian cancer; AID 1794783; hit rate 2.9% among 82,000
PC-3 = PC-3 prostate cancer cells; hit rate 3.9% among 80,000; AID 1794754
OVCAR-3 = OVCAR-3 ovarian cancer | hit rate 7% among 79,000 | AID 1794787
IGROV1 = IGROV1 ovarian cancer; hit rate 4.7% among 79,000
OVCAR-4 = OVCAR-4 ovarian cancer cells. AID 1794784. hit rate 3.7% among 80,000
DU-145 = DU-145 prostate cancer; hit rate 4.2% among 81,000; AID 1794760
SK-OV-3 = SK-OV-3 ovarian cancer cells. hit rate 3.2% among 80,000
* = called active by the depositor; nt = no result given; & = joins results of further samples; ! = not active in a repeat; [ ] = dose if it differs, or a comment. Rule for the calls: active = growth percent below 10; inactive = the rest.

The opening 7 compounds (preview)
SMILES	OVCAR-8	OVCAR-5	PC-3	OVCAR-3	IGROV1	OVCAR-4	DU-145	SK-OV-3
CCN(CC)C1C2=C(CCCC2)OS(=O)(=O)C1c1ccccc1 (stereo unspecified)	101[100 µM]	104[100 µM]	85[100 µM]	108[100 µM]	93[100 µM]	89[100 µM]	106[100 µM]	102[100 µM]
O=C(C[C@]1(O)C(=O)Nc2ccc(Br)cc21)c1ccc[nH]1	102	95	88	111	82	112	101	105
O=S(=O)(c1ccccc1)N1CC2CC(Br)C(Br)CC21 (stereo unspecified)	106	90	90	99	107	116	117	98
CC(O)C1CCCCC1 (stereo unspecified)	106	105	97	100	96	nt	104	113
N=C1C(c2nc(-c3ccc(F)cc3)cs2)=C(O)CN1CCCN1CCOCC1	102	93	70	105	84	117	113	118
COC(=O)/C=C/c1cc(O)c2c(c1)C(C(=O)OC)C(c1ccc(O)c(O)c1)O2 (stereo unspecified)	15&13	55&69	17&20	9.3*	38&45	44&53	7.1*!	29&43
C=C1C[C@@H]2NC(=O)C(=O)N(C(c3ccccc3)c3ccccc3)[C@H]2[C@]1(C#N)CC	90	89	90	109	100	99	105	99

Results, previewed entries included:
SMILES	OVCAR-8	OVCAR-5	PC-3	OVCAR-3	IGROV1	OVCAR-4	DU-145	SK-OV-3
CCN(CC)C1C2=C(CCCC2)OS(=O)(=O)C1c1ccccc1 (stereo unspecified)	101[100 µM]	104[100 µM]	85[100 µM]	108[100 µM]	93[100 µM]	89[100 µM]	106[100 µM]	102[100 µM]
O=C(C[C@]1(O)C(=O)Nc2ccc(Br)cc21)c1ccc[nH]1	102	95	88	111	82	112	101	105
O=S(=O)(c1ccccc1)N1CC2CC(Br)C(Br)CC21 (stereo unspecified)	106	90	90	99	107	116	117	98
CC(O)C1CCCCC1 (stereo unspecified)	106	105	97	100	96	nt	104	113
N=C1C(c2nc(-c3ccc(F)cc3)cs2)=C(O)CN1CCCN1CCOCC1	102	93	70	105	84	117	113	118
COC(=O)/C=C/c1cc(O)c2c(c1)C(C(=O)OC)C(c1ccc(O)c(O)c1)O2 (stereo unspecified)	15&13	55&69	17&20	9.3*	38&45	44&53	7.1*!	29&43
C=C1C[C@@H]2NC(=O)C(=O)N(C(c3ccccc3)c3ccccc3)[C@H]2[C@]1(C#N)CC	90	89	90	109	100	99	105	99
COc1ccc(C(=O)/C=C/c2cc(C(=O)c3cc(OC)c(OC)c(OC)c3)ccc2OC)cc1	44	45	45	61	62	nt	79	90
Cc1ncc(N)c2c1OC(C)(C)OC2	117	108	91	111	115	102	nt	107
CC1CSC(=C(C#N)C#N)S1 (stereo unspecified)	106	92	102	114	102	112	110	105
O=C(NNc1nc2cc(F)cc(F)c2n2cccc12)c1cnccn1	13	33	24	30	15	16	22	4.2*
CC1CC(=O)c2cc(-c3ccccc3)oc2C1 (stereo unspecified)	100	97	120	112	112	101	105	111
Cn1c(=O)c2c(nc(OCc3ccccc3)n2C)n(C)c1=O	102	114	101	100	115	110	104	104
O=CN1N=C(c2cccc(Nc3ccncc3)c2)CC1c1ccc(Cl)cc1 (stereo unspecified)	87	114	78	98	94	90	104	87
CC(C)(C)N(N)Cc1ccccc1	101	103	99	116	105	120	115	114
NS(=O)(=O)c1ccc(Nc2nc(NNC(=O)CN3CCOCC3)nc(Nc3ccccc3)n2)cc1	101	99	106	nt	94	100	105	99
CN(c1ccc(Br)cc1)S(=O)(=O)c1ccc(-c2cnc(C3CC3)o2)cc1	33	47	22	24	30	70	26	74
CCCCCSc1ccc2nc(NC(=O)OCCC)sc2c1	66	86	28	13	55	35	43	42
C=C(C[n+]1ccccc1)[C@@H]1CC[C@]2(C(=O)OC)CC[C@]3(C)[C@H](CC[C@@H]4[C@@]5(C)CC[C@H](O)C(C)(C)[C@@H]5CC[C@]43C)[C@@H]12	102	102	-77*	108	98	100	114	95
Nc1ccccc1-c1cc2c(c3c1[nH]c1ccccc13)CCCCCC2	nt	115	83	94	102	95	96	127
CC(O)c1cc2ccccc2c(=O)o1 (stereo unspecified)	102	103	95	nt	107	100	110	100
COc1cc(-c2nc(N=Nc3c(O)[nH]c4ccc(Br)cc34)[nH]c(=O)c2C#N)cc(OC)c1OC	94	101	99	102	101	101	103	108
COc1ccc(OC)c(NC(=O)NN(C)C)c1	107	105	95	113	106	102	107	106
Oc1ccc2c(c1)OCO2	98	103	94	100	105	102	102	105
COc1ccc(/C=C/C(=O)c2ccc(NC(=O)CN3CCN(c4cc5c(cc4F)c(=O)c(C(=O)O)cn5C4CC4)CC3)cc2)cc1	99	105	92	118	115	101	126	114
CCOC(=O)/C=C/CCCC1CCCCC1	98	110	93	97	109	92	107	105
CN(C)CCCNc1c2ccc(Cl)cc2nc2c1oc1ccccc12	-18*	1.9*	14	31	-13*	8.0*	4.0*	42
CCN(C(=O)c1cc2ccccc2[nH]1)[C@H]1CCC[C@@H](NCc2ccc(OC)cc2)C1	100	85	88	90	85	83	96	97
O=C1Nc2c(ccc(Cl)c2Cl)/C1=C/c1ccc(O)cc1	92	91	98	93	43	73	119	86
CN(C)CCCN1c2ccccc2Sc2ccc(C(F)(F)F)cc21	44	nt	23	8.2*	17	44	50	20
Cc1ccc(S(N)(=O)=O)cc1C	97	98	89	107	95	104	105	99
O=C(COc1ccc(Cl)cc1)OCCCl	103	92	84	115	99	97	112	91
CC(C)CCC[C@@H](C)[C@H]1CC[C@H]2[C@@H]3CC[C@@]45O[C@@H]4C(=O)CC[C@]5(C)[C@H]3CC[C@]12C	99	102	96	104	109	108	102	101
CN1C(=O)CS/C1=N\S(=O)(=O)c1ccc(NNc2c3ccccc3cc3ccccc23)cc1	90	125	71	81	90	87	100	80
CC1=CCC2C(=O)NC(=O)C2C1 (stereo unspecified)	95	104	96	108	106	99	111	102
Cc1nn(-c2ccccc2)c(N2CCN(C)CC2)c1/C=N/N=c1\sc2ccccc2n1C	69	62	38	78	57	67	73	93
O=[N+]([O-])c1ccc(CC(Cl)c2ccccn2)cc1 (stereo unspecified)	109	97	86	110	96	117	107	113
Cc1cc(N)nc2ccccc12	107	87	98	119	107	116	118	97
O=C(Nc1ccc(F)cc1)N1CCOCC1	106	113	105	111	125	111	103	102
COc1ccc(/C=C/c2nc3ccccc3nc2Nc2cccc(C)c2)cc1	98	108	97	104	82	92	108	96
CN(N=O)c1ccc(/C=C2\C=Cc3ccccc32)cc1	107	106	98	117	104	85	111	115
CCOC(=O)c1c(C)[nH]c(C(=O)COC(=O)C(C)N2C(=O)C3CCCCC3C2=O)c1C (stereo unspecified)	78	98	103	96	47	108	111	108
NC(=O)N/C=C1\CCCOC1=O	96	114	107	109	120	104	107	99
OC(c1cc(C(F)(F)F)nc2c(Cl)cc(Cl)cc12)C1CCCCN1 (stereo unspecified)	93	80	52	69	68	nt	90	88
CCOC(=O)c1ccc(NC(=O)CS(=O)(=O)c2ccc(C)cc2)cc1	101	102	99	110	92	84	106	106
O=c1[nH]c(=O)c2cc(Sc3ccc(F)cc3)ccc2[nH]1	96	105	86	110	106	90	108	92
CCN(CCCCN1CC(=O)N(CCCCN(CC)Cc2ccccc2OC)CC1=O)Cc1ccccc1OC	109	85	107	87	75	103	101	105
CC1CCCN(CC(O)CN2CCN(CC(O)CN3CCCC(C)C3)C(C)C2)C1 (stereo unspecified)	110	103	92	108	nt	100	106	102

Copied from the entries so far for reference:
SMILES	OVCAR-8	OVCAR-5	PC-3	OVCAR-3	IGROV1	OVCAR-4	DU-145	SK-OV-3
CCN(CCCCN1CC(=O)N(CCCCN(CC)Cc2ccccc2OC)CC1=O)Cc1ccccc1OC	109	85	107	87	75	103	101	105
CC1CCCN(CC(O)CN2CCN(CC(O)CN3CCCC(C)C3)C(C)C2)C1 (stereo unspecified)	110	103	92	108	nt	100	106	102

New compounds follow:
SMILES	OVCAR-8	OVCAR-5	PC-3	OVCAR-3	IGROV1	OVCAR-4	DU-145	SK-OV-3
CCOc1ccccc1N(CCN(C)C)C(=O)C(c1ccccc1)c1ccccc1	92	91	60	93	75	95	100	87
O=C(/C=C/c1ccccc1)c1cccs1	94&98	108&93	103&91	117&97	116&104	87&98	93&98	112&104
CCC1(C)NCCO1 (stereo unspecified)	102	99	101	113	104	103	107	110
Fc1ccccc1Cn1cc(CSc2nc3ccccc3s2)nn1	104	94	101	116	101	94	107	94
O=C(N=Nc1c(O)[nH]c2ccc(Br)cc12)c1ccc2nc(-c3ccc(Cl)cc3)[nH]c2c1	-26*	11	10	-4.8*	-49*	-28*	-5.0*	24
CC1(C)[C@H](C(=O)O)CC[C@]1(C)C(=O)O	99	103	128	117	101	108	118	101
C[C@@H]1CN(C(=O)CCOS(C)(=O)=O)[C@@H](C)CN1C(=O)CCOS(C)(=O)=O	109	109	97	88	117	101	101	114
N=C(N)c1nn(C2OC(CO)C(O)C2O)c2nc[nH]c(=O)c12 (stereo unspecified)	7.8*	30	-3.9*	-52*	22	-6.9*	-49*	-16*
O=C(NC(=S)Nc1cccc2c(O)cccc12)c1cccc(Br)c1	84	122	92	99	62	88	115	95
CON(C)C(=O)c1cc(-c2ccc(Cl)cc2)n(-c2ccc(S(C)(=O)=O)cc2)n1	93	95	75	98	111	77	83	111
Cc1ccc(-c2n[nH]c(=O)c3nc(NC(=S)Nc4ccc(Cl)cc4)sc23)cc1	89	103	102	104	74	96	102	96
N#Cc1c(-c2ccc(Cl)cc2Cl)cc(-c2ccccc2)[nH]c1=O	96	114	100	104	93	96	108	111
CCCCc1ccc(C(CC(=O)c2ccccc2)c2ccccc2)cc1 (stereo unspecified)	77	87	90	97	98	106	96	95
COc1ccc(N=Nc2sc(=O)n(Cc3ccccc3)c2S)cc1	108	96	81	102	91	89	110	105
O=C1OC(=O)c2c1c1ccccc1c1ccccc21	104	93	94	103	114	101	109	97
Cc1cc(C)c(N2C(=O)CC(Nc3ccccc3F)C2=O)c(C)c1 (stereo unspecified)	101	95	100	115	91	102	111	118
NC(=O)C(=O)NCCCCCCC(=O)Nc1ccccc1	102	109	96	116	104	107	105	109
O=C1c2cccc3cccc(c23)C(=O)N1N1C(=O)c2cccc3c(N4CCCCC4)ccc(c23)C1=O	98	102	92	108	100	105	104	99
O=C(/C=C/c1ccc(F)cc1)c1ccc(Nc2nc(NCCO)nc(Nc3ccc(Cl)cc3)n2)cc1	78	97	68	77	96	79	85	nt
CC(C)C1CCC(=O)CC1	103	104	91	107	98	116	105	108
CCCCCCn1cnc2c(=S)nc[nH]c21	86	101	88	101	117	105	112	107
CSC1=Nc2c(c(C)c(C)n2CCCC(=O)NCCc2cnc[nH]2)C2=NC(=O)CN12	108	116	100	165	94	93	149	127
CC(C)CN(CC(C)C)C(=O)CCl	101	108	103	103	105	105	106	104
COc1cc(-c2cc(-c3ccc(N(C)C)cc3)nc(N3CCC(O)CC3)c2C#N)cc(OC)c1OC	16	21	13	-15*	7.3*	51	33	35
COc1ccc(N=C2C=CC(=O)O2)cc1	110	85	nt	113	105	66	129	108
C/C(=N\O)C(=O)Nc1ccc(F)cc1	105	111	104	108	111	113	112	101
CC(C)(C)c1ccc(NCc2cn(-c3ccc(C(=O)O)cc3)nc2-c2ccc(C#N)cc2)cc1	28	33	21	20	36	37	36	112

Exported with each value named: three of the compounds above
CC(C)C1CCC(=O)CC1
  OVCAR-8 = 103
  OVCAR-5 = 104
  PC-3 = 91
  OVCAR-3 = 107
  IGROV1 = 98
  OVCAR-4 = 116
  DU-145 = 105
  SK-OV-3 = 108
CCCCCCn1cnc2c(=S)nc[nH]c21
  OVCAR-8 = 86
  OVCAR-5 = 101
  PC-3 = 88
  OVCAR-3 = 101
  IGROV1 = 117
  OVCAR-4 = 105
  DU-145 = 112
  SK-OV-3 = 107
CSC1=Nc2c(c(C)c(C)n2CCCC(=O)NCCc2cnc[nH]2)C2=NC(=O)CN12
  OVCAR-8 = 108
  OVCAR-5 = 116
  PC-3 = 100
  OVCAR-3 = 165
  IGROV1 = 94
  OVCAR-4 = 93
  DU-145 = 149
  SK-OV-3 = 127

Assay outcomes from PubChem BioAssay.
